# Source: PubChem BioAssay (several laboratories)
# PMI act: activators of human PMI, primary screen, biochemical, fluorescence intensity, near-Km mannose 6-phosphate. purified human PMI, coupled resazurin fluorescence, 20 min; stronger effect = higher value; 1 = vehicle control, 0 substrate-free wells. actives 0.005% (n = 190,000). activation factor at 20 µM. AID 1214, 2008;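 active means activation factor of 2 or more at 20 µM, relative to plate controls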
# Target sequence (P34949 whole entry, looked up): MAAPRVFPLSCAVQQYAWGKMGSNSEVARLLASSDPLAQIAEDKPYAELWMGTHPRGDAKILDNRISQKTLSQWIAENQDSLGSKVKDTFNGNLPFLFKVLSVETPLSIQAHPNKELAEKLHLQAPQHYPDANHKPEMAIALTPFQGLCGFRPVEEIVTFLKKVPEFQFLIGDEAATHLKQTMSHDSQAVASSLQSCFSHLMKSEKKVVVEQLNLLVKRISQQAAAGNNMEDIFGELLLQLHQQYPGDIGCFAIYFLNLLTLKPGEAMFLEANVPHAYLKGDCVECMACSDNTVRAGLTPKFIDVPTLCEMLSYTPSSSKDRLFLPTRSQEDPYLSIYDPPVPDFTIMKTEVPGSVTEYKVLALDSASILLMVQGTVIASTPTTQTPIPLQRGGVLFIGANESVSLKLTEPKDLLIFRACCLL
# DTT redox prof: compounds producing H2O2 with reducing agent – biochemical, NIH compound library profiling, artefact control for MLSCN library redox annotation, primary screen; DTT-dependent redox cycling H2O2, phenol red/HRP absorbance; 100% = 100 µM peroxide control, 0% = buffer; activation, % at 10 µM; actives 0.03% (n = 200,000);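 active means activation of at least 50% relative to the plate's high and low controls in the primary single-dose screen; inactive means activation below 50%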;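 further: compound incubated with DTT at 0.8 mM final as the reducing agent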
# L major viab: Leishmania major promastigote growth inhibition, primary screen; actives 9% (n = 200,000); Leishmania major promastigotes, resazurin fluorescence viability; inhibition, % at 10 µM;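 further: promastigotes grown with compound for 44 hours at 28 °C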
# Diaph act CS: compounds boosting diaphorase resazurin reduction – biochemical, uHTS, resorufin fluorescence, counter-screen for diaphorase-coupled primary assays, primary screen. Diaphorase/resazurin coupled assay, 16 min; stronger effect = higher value; 1 = vehicle wells, 0 = NADH-free wells. activation factor at 20 µM. actives 0.005% (n = 190,000);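 active means diaphorase activity raised at least twofold by the compound at 20 µM; inactive means activation factor below 2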
#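 Test system: Clostridium kluyveri diaphorase, purified enzyme; input: enzyme 0.07 U/mL final; buffer or medium: 50 mM HEPES pH 7.4 with 4.542 mM MgCl2, 0.005% Tween 20; also added: 0.114 mM NADH and 0.1 mM resazurin, final amounts; schedule: 16 min enzyme reaction, ambient temperature; technique: fluorescence of resorufin, 544 nm excitation, 590 nm emission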
# S1P3 antagonist: S1P3 receptor antagonists, primary screen, cell-based; Sphingosine 1-phosphate receptor 3 (Homo sapiens), Q99500; CHO S1P3 NFAT-BLA reporter, FRET fluorescence, antagonist mode; inhibition, % at 4.98 µM; actives 0.27% (n = 170,000); AID 485, 2006;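 active means inhibition above the plate cutoff, the mean inhibition of test wells on that plate plus 3 SD, cut at about 28% in these data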;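 further: cells challenged with S1P at its EC80 of 0.8 µM; blue over green emission ratio from cleaved BLA substrate after 4 h stimulation; 0% = S1P-stimulated wells and 100% = unstimulated DMSO-only wells; some compounds past the cut are filed as inactive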
# Target sequence (Q99500 whole entry, looked up): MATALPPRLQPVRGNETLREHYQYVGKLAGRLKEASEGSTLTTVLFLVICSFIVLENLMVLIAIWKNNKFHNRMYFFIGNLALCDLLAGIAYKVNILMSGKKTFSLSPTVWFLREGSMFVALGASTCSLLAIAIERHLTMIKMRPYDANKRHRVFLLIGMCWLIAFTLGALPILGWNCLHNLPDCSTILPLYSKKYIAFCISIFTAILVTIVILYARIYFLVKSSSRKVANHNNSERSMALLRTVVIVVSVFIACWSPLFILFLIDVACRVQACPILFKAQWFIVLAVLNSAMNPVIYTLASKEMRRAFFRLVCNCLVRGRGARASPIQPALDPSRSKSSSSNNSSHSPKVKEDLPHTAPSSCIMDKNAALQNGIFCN
# TLR4 MyD88 comp: inhibitors of TLR4-MyD88 association in cells, primary screen, cell-based, HeLa CL3-4, BLA complementation, FRET ratio. inhibition, % at 8.4 µM. HeLa CL3-4 TLR4/MyD88 BLA complementation. Toll-like receptor 4 (Homo sapiens) + Myeloid differentiation primary response protein …. actives 0.18% (n = 200,000); in the data active means inhibition above about 25%;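 further: 0% = vehicle and 100% = reference inhibitor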
# G6PDH counter: L. mesenteroides G6PDH inhibitors, counter-screen for G6PDH-coupled screening assays, biochemical, Leuconostoc mesenteroides enzyme; glucose-6-phosphate dehydrogenase [Leuconostoc mesenteroides]; Purified L. mesenteroides G6PDH, diaphorase/resazurin coupled fluorescence, 45 min; inhibition, % at 5 µM; actives 0.12% (n = 200,000)
# PMI act hi M6P: human PMI activators, high substrate, primary screen, biochemical, fluorescence intensity, near-saturating mannose 6-phosphate; Mannose-6-phosphate isomerase (Homo sapiens), P34949; coupled PMI enzyme assay, resazurin fluorescence, 20 min; stronger effect = higher value; 1 = untreated enzyme, 0 = substrate-free blank; activation factor at 20 µM; actives 0.34% (n = 190,000);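 active means activation factor of 2 or more at 20 µM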
#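 Test system: Human PMI in coupled enzyme assay | Input: 15 ng/mL PMI | Medium: HEPES-buffered pH 7.4 with magnesium and detergent | Compound: One concentration, 20 µM, in 1% DMSO | Incubation: Enzyme reaction with compound 20 min at room temperature | Detection: Diaphorase-driven resazurin-to-resorufin fluorescence, excitation 544, emission 590 nm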
# RAM inhibit: inhibitors of the yeast RAM network, primary screen, dse1pr::URA3 reporter, 5-FOA selection; inhibition, % at 50 µM; actives 1.8% (n = 190,000); AID 868, 2007; S. cerevisiae dse1pr::URA3 reporter, 5-FOA growth OD615, 2 d; analog-sensitive cbk1-as2 kinase mutant strain;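 active means inhibition above a set limit, 3 SD over mean compound inhibition, cut at about 8.4% in these data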;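 further: 0% = DMSO-only wells with no growth and 100% = 10 µM 1-NA-PP1 full growth; inhibition rescues growth on 5-FOA so higher OD means more RAM inhibition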
# Diaph inh CS: diaphorase inhibitors and chemical oxidizers, primary screen, counter-screen for diaphorase-coupled primary assays, biochemical, uHTS, resorufin fluorescence; diaphorase resazurin-to-resorufin fluorescence, NADH, 16 min; bacterial (C. kluyveri) enzyme, not human; inhibition, % at 20 µM; actives 0.69% (n = 190,000); AID 1217, 2008;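 active means primary screen inhibition at 20 µM above a set limit, cut at about 50% in these data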;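 further: plate controls were DMSO with full reaction for no effect and wells lacking NADH for full effect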
#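 controls = No-NADH positive control and DMSO neutral control | system = Clostridium kluyveri diaphorase enzyme | timing = reaction incubation of 16 min at room temperature | signal = resorufin fluorescence 544/590 nm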
# Hsp70 activator: Hsp70 transcriptional activators, primary screen, cell-based, HeLa, Hsp70 promoter luciferase, luminescence, 10 µM; HeLa Hsp70 promoter luciferase reporter; scaled: vehicle 0, proteasome-inhibitor control 100%; activation, % at 10 µM; actives 0.04% (n = 200,000); AID 1203, 2008;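 active means activation above the mean across all tested compounds plus 3 SD, cutoff set per campaign, cut at about 5.5% in these data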;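 further: 100% = MG132 at 30 µM as the positive control and 0% = DMSO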
# Starred values were filed as active, the others as inactive; . = not tested or not shown; & = joins results of further samples. Unless noted, no stated cut-off is given here; in the data, active means inhibition above about 50%; inactive means the rest.
SMILES,PMI act,DTT redox prof,L major viab,Diaph act CS,S1P3 antagonist,TLR4 MyD88 comp,G6PDH counter,PMI act hi M6P,RAM inhibit,Diaph inh CS,Hsp70 activator
Cc1cc(NS(=O)(=O)c2ccc(NC(=O)c3ccco3)cc2)nc(C)n1,1,0.2,-2,0.9,.,-4,-1,1,1.3,6,-0.1
O=C(Nc1ccc(Cl)c(Cl)c1)c1cccc(S(=O)(=O)NCc2cccnc2)c1,0.9,0.6,7,0.9,-3,-7,-16,0.9,-1.4,11,-0.5
Cc1[nH]c2c(C)cccc2c1CC(=O)O,1.1,-0.3,24,0.8,-3,-3,11,0.8,1.5,19,0.0
O=C(CCSc1ccccc1)N1CCOCC1,1,1.4,-3,0.9,-5,6,-15,1,0.0,13,0.1
CCOc1ccccc1N(CC(=O)OC)S(C)(=O)=O,0.9,3.1,-6,0.9,-3,-5,8,1,2.8,7,-0.2
COc1ccc(CC(NC(C)=O)C(=O)N2CCN(C(=O)Nc3ccc(Cl)cc3)CC2)cc1OC (stereo unspecified),0.9,1.8,-5,0.9,14,5,1,1,2.6,9,0.0
COc1ccc(CN(CC(=O)NCC2CCCO2)C(=O)CNS(=O)(=O)c2ccc(C)cc2)cc1 (stereo unspecified),0.9,-0.5,-6,0.9,-12,16,7,0.9,2.0,5,-0.4
O=C1N=C2SCCN2/C1=C\c1ccccc1Cl,1,-3.9,100*,0.8,.,3,-3,1,1.6,16,-0.2
C#CCNC(=O)C1CCN(c2cc(C)nc(-c3ccccc3)n2)CC1,1,-1.5,12,0.9,-11,18,12,1,2.2,8,-0.2
O=C(CN1C(=O)CSc2ccccc21)NCCC1=CCCCC1,0.9,0.4,2,0.9,-21,2,-1,1,2.8,12,-0.3
O/N=C1\CC/C(=N\O)c2nn(-c3ccccc3Cl)nc21,1.2,0.2,3,1,10,2,7,1.1,2.9,-5,0.1
c1ccc(-c2cc3c(nn2)CCc2nonc2-3)cc1,0.9,1.9,-3,0.9,-42,12,2,0.9,1.4,5,0.1
COC(=O)c1ccc(Oc2ccc(C(F)(F)F)cn2)cc1,1,-1.9,-3,0.9,5,-3,0,1,0.0,11,-0.2
N#CCc1ccc(NC(=O)Nc2cccc(Cl)c2)cc1,0.9,3.2,6,0.8,9,5,1,0.8,3.7,23,-0.1
Cc1ccccc1CC1(CO)CCCN(Cc2cn[nH]c2-c2ccccc2)C1 (stereo unspecified),0.9,0.3,20,0.9,-21,-11,25,0.9,1.3,9,0.6
COc1cc(OC)cc(C(=O)Nc2nc(-c3ccccc3)c(-c3ccccc3)o2)c1,1.1,-0.1,24,0.9,8,-3,2,1.1,2.4,8,-0.2
CC(=O)Nc1nnc(C2=COCCO2)o1,1,-0.2,-7,0.9,0,-9,14,1,2.2,8,1.1
COc1ccc(OC)c(-c2csc(NC(=O)CSc3ccccc3)n2)c1,0.8,0.0,77*,0.7,-9,1,49,0.8,11*,31,-0.1
COc1cc(S(=O)(=O)NCc2ccccc2)ccc1Br,0.9,0.3,0,0.8,-4,-4,-3,0.9,2.2,22,-0.2
COCC(=O)Nc1sc2c(c1C(=O)OC)CCCC2,0.9,-0.6,0,0.8,-55,-15,1,0.8,2.5,16,-0.2
C/C(CC(O)c1ccc2ccccc2n1)=N/O (stereo unspecified),1,0.1,-2,0.9,.,10,3,1,1.9,13,-0.3
CCCCn1c(CNC(=O)CC)nc2ccccc21,1,-2.3,-5,1,5,12,-7,1,2.2,1,0.0
CCN1CCN(c2nc(N)c([N+](=O)[O-])c(Nc3ccc(C)cc3)n2)CC1,1,-0.1,32,0.9,-2,6,-5,1,0.1,15,-0.6
CN1CCN(C2=Nc3ccccc3Oc3ccc(Cl)cc32)CC1,1.1&1.1,-0.7,20,0.9&0.9,4&-3,17,8&5,1.1&1.1,0.7,12&13,-0.2&0.0
C=CCNC(=O)CSc1nnc(-c2ccccc2Br)n1-c1cccc(C(F)(F)F)c1,0.8,-0.1,79*,0.9,16,-14,7,1,3.4,10,0.1
COc1ccc(CN(C(=O)c2nsc(Cl)c2Cl)C(C(=O)NC2CCCC2)c2ccc(C)cc2)cc1 (stereo unspecified),0.8,-0.4,71*,0.9,3,10,-15,0.9,5.6,15,-0.3
C/C(=C\c1ccccc1)C(=O)NCCN1CCOCC1,0.9,-0.5,-1,0.9,-10,-12,4,0.9,-0.6,14,-0.1
Cc1noc(C)c1S(=O)(=O)N(CC(=O)N1CCc2ccccc21)c1ccc(C(C)C)cc1,0.9,-1.3,4,0.7,-27,-3,2,0.9,4.0,28,-0.2
CCN(CC)CC(=O)N1c2ccccc2Sc2ccc(Cl)cc21,1.2,1.5,11,0.9,.,5,3,1.2,2.5,8,-0.3
COc1ccc(Br)cc1S(=O)(=O)N(CC(=O)N1CCOCC1)c1ccccc1,0.9,0.3,-5,0.9,-3,-15,2,1,-0.5,10,0.0
CCOc1cc(C(=O)OCC(=O)Nc2cccc(C)c2)ccc1OCC(=O)N1CCOCC1,0.9,0.1,-5,0.9,-7,10,-19,1,1.5,8,-0.4
O=C1CCCCC1C(=O)c1cn(-c2ccc(Cl)c(Cl)c2)nn1 (stereo unspecified),1.2,-0.4,-4,1.3,14,-3,6,1.2,3.0,-29,-0.1
CC(C)CNC(=O)c1cccc(NC(=O)c2ccc(NC(=O)c3ccco3)cc2)c1,1,2.7,3,1,26,10,-4,1,1.7,2,-0.2
COc1cccc(-n2nnnc2SCC(=O)c2ccc(NC(C)=O)cc2)c1,0.9,1.9,-5,0.8,-17,-8,0,0.9,5.4,22,-0.2
Cc1cc(C(=O)COC(=O)c2nccnc2N)c(C)n1C,1,-0.8,-9,0.9,-12,-15,11,1,2.7,11,-0.3
CC(=O)Nc1ccc(Cl)c(C(N)=O)c1,0.8,1.6,-2,0.9,1,-9,12,0.9,2.1,11,-0.3
CC(C)NC(=O)N(O)C1N(Cc2ccc3c(c2)OCO3)C(=S)SC1(C)C (stereo unspecified),0.9,2.4,0,0.8,6,-9,12,0.9,0.1,22,-0.1
Cc1ccccc1S(=O)(=O)Cc1ccc(C(=O)N2CC(C)CC(C)C2)o1 (stereo unspecified),1.1,0.2,-5,1.2,17,-7,11,1.1,-0.7,-16,-0.1
C(=C\c1ccccc1)/CSc1nnc(-c2ccccc2)n1Cc1ccco1,0.9,2.1,85*,0.9,.,14,0,1,4.0,9,-0.2
CS(=O)(=O)N1CCCC(C(=O)NCc2ccco2)C1 (stereo unspecified),1,0.3,-8,1.1,.,-3,4,1.1,0.7,-9,-0.3
O=C1c2cccc3cccc(c23)C(=O)N1Cc1ccco1,1,0.4,-1,0.9,-3,-23,3,1,4.1,5,-0.2
C[C@H]1CC[C@H]2C(=O)N3[C@H](c4ccccc4Br)[C@@H](C)CC[C@H]3C(=O)N2[C@@H]1c1ccccc1Br,1,0.9,100*,0.8,7,-2,21,0.9,1.6,23,-0.6
CN(C)S(=O)(=O)c1ccc(NC(=O)c2cc(F)c(F)cc2Cl)cc1,1,0.6,9,0.9,.,8,2,1,1.2,10,-0.5
CCN(CC)S(=O)(=O)c1ccc(-c2nnc(SC)o2)cc1,1,0.1,-3,1,.,-1,2,1.1,-0.1,2,-0.2
O=C(CC1SC2=NCCN2C1=O)Nc1ccccc1 (stereo unspecified),1.1,-0.6,-4,1,.,4,2,1.1,2.1,-4,0.7
O=C(N/N=C1\CCCc2ccccc21)c1ccc([N+](=O)[O-])cc1,1.1,4.3,69*,1,.,0,-1,1.1,1.2,-2,-0.2
CCc1ccc(C(=O)NC2CCCCC2)s1,1,-1.7,0,1.1,10,11,0,1.1,0.5,-5,-0.1

# Structures above containing a furan ring, fused or not, in the order listed:
SMILES,PMI act,DTT redox prof,L major viab,Diaph act CS,S1P3 antagonist,TLR4 MyD88 comp,G6PDH counter,PMI act hi M6P,RAM inhibit,Diaph inh CS,Hsp70 activator
Cc1cc(NS(=O)(=O)c2ccc(NC(=O)c3ccco3)cc2)nc(C)n1,1,0.2,-2,0.9,.,-4,-1,1,1.3,6,-0.1
CC(C)CNC(=O)c1cccc(NC(=O)c2ccc(NC(=O)c3ccco3)cc2)c1,1,2.7,3,1,26,10,-4,1,1.7,2,-0.2
Cc1ccccc1S(=O)(=O)Cc1ccc(C(=O)N2CC(C)CC(C)C2)o1 (stereo unspecified),1.1,0.2,-5,1.2,17,-7,11,1.1,-0.7,-16,-0.1
C(=C\c1ccccc1)/CSc1nnc(-c2ccccc2)n1Cc1ccco1,0.9,2.1,85*,0.9,.,14,0,1,4.0,9,-0.2
CS(=O)(=O)N1CCCC(C(=O)NCc2ccco2)C1 (stereo unspecified),1,0.3,-8,1.1,.,-3,4,1.1,0.7,-9,-0.3
O=C1c2cccc3cccc(c23)C(=O)N1Cc1ccco1,1,0.4,-1,0.9,-3,-23,3,1,4.1,5,-0.2

# Some of these compounds in order of the Hsp70 activator value, descending:
Compound | PMI act | DTT redox prof | S1P3 antagonist | TLR4 MyD88 comp | PMI act hi M6P | RAM inhibit | Hsp70 activator
CCc1ccc(C(=O)NC2CCCCC2)s1 | 1 | -1.7 | 10 | 11 | 1.1 | 0.5 | -0.1
CCN(CC)S(=O)(=O)c1ccc(-c2nnc(SC)o2)cc1 | 1 | 0.1 | . | -1 | 1.1 | -0.1 | -0.2
CN(C)S(=O)(=O)c1ccc(NC(=O)c2cc(F)c(F)cc2Cl)cc1 | 1 | 0.6 | . | 8 | 1 | 1.2 | -0.5

# Outcome played no part in choosing rows; 12% or so of the library scored in one or more.
